# TDP-43 yeast inh – rescues yeast growth from TDP-43 toxicity; 410,000 tested, 1.8% active; TDP-43 expressing yeast growth rescue, BacTiter-Glo, 24 h; Potency, µM (doses to about 46.1 µM), inactives show at the highest dose growth rescue (activation), most hits filed as activators; AID 652104; also: potency is read from the fitted curve at half-maximal effect; % of control where 0% means no effect; nearly all actives have a fitted effect of over 50% in size
#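 Yeast cells expressing TDP-43 under galactose induction are exposed to compounds for 24 hr at 30 deg C. BacTiter-Glo luminescence measures growth, so protective compounds score as activators.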
# pAkt inh – blocks phosphorylation of Akt; Neuro2A IGF-stimulated pAkt S473 HTRF, 20 min; hits give low values; AID 651550; 360,000 tested, 0.32% active; activity change, % for hits at 50 µM; in the data active = activity change below about -80%; inconclusive = mostly about -51% to -80%; also: % is scaled to controls: 0 for no effect and ±100 for the full control effect
#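 Neuro2A cells in DMEM with 0.5% FBS, overnight at 37 deg C, given compound at single 50 µM final, then IGF (6 nM final) for 20 min at 37 deg C. Lysed; phospho-Akt Ser473 by HTRF after 24 h, 665/615 ratio.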
# GLP-1R agonist – agonists of human GLP-1 receptor. P43220. HEK293 GLP-1R CRE-luciferase, luminescence, 4-6 h; cells express a hypersensitive GLP-1R form. Potency, µM (doses to about 45.6 µM), without a hit: top-dose activation, usual class: activators. 380,000 tested, 0.007% active. AID 624172; also: potency is read from the fitted curve at half-maximal effect; % of control where 0% means no effect
# Target sequence (P43220 whole entry, looked up): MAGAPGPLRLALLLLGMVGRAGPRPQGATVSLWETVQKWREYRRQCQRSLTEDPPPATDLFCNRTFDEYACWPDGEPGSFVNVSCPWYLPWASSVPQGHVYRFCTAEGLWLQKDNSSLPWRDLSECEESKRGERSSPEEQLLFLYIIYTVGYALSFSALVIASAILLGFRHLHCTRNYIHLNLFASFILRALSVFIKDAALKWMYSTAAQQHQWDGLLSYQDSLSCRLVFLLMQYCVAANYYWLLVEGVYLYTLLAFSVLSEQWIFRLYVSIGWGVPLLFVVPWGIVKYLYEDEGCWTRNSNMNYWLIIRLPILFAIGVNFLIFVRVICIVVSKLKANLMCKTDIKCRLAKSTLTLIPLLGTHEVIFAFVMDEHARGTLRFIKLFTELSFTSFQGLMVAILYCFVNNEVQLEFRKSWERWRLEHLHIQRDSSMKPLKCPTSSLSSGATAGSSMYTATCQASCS
# FUS suppressor – FUS proteinopathy suppression in yeast; S. cerevisiae FUS-expressing, growth rescue, OD600, 24 h; Potency, µM (highest dose often 76.6 µM), for inactives: at the highest dose growth rescue (activation), usual class: activators; 390,000 tested, 0.24% active; AID 1347120;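 also: potency is read from the fitted curve at half-maximal effect; plate controls were DMSO vehicle for no effect and reference control for full effect; nearly all actives have a fitted effect of over 55% in size; some results filed as inactive show a strong effect at the top dose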
#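 Compound concentration series was pinned onto galactose-induced FUS-expressing yeast seeded at OD 0.005. Plates sat 24hr at 30C; absorbance at 600 nm gave growth. DMSO served as background control.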
# aSyn yeast inh – alpha-synuclein toxicity inhibition in yeast | Yeast expressing alpha-synuclein, growth rescue, BacTiter-Glo, 24 h | Potency, µM (titrated, usually from 46.1 µM), for inactives: at the highest dose growth rescue (activation), actives largely listed as activators | 370,000 tested, 0.14% active | AID 652106; also: potency is read from the fitted curve at half-maximal effect; % of control where 0% means no effect; nearly all actives have a fitted effect of over 65% in size
#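 Rescue of yeast growth: cells expressing toxic alpha-synuclein, induced in galactose at OD600 0.02, incubated with compound 24 h at 30 C. ATP luminescence quantified growth; inhibitors of toxicity appear as activators.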
# GLP1R inv ag – acts as inverse agonist at human GLP-1 receptor. P43220. HEK293 GLP-1R CRE-luciferase, luminescence, 24 h; GLP-1R form is constitutively active. Potency, µM (highest dose often 38.3 µM), for the others: top-dose activity change, negative = inhibition, most hits filed as inhibitors. 410,000 tested, 1.6% active. AID 624417; also: potency is read from the fitted curve at half-maximal effect; % is scaled to controls: 0 for no effect and ±100 for the full control effect; nearly all actives have a fitted effect of over 55% in size
#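 Using stably transfected HEK293 (constitutively active GLP-1R, cAMP-luciferase reporter), compounds were incubated 24 hr and luciferase measured by luminescence.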
# PTHR1 agonist – PTHR1 (human) receptor agonism. Q03431. HEK293 GP2 PTHR1 cells, GloSensor cAMP luminescence, 1 h. Potency, µM (titrated, usually from 115 µM), inactives show at the highest dose activation, usual class: activators. 410,000 tested, 0.075% active; also: potency is read from the fitted curve at half-maximal effect; nearly all actives have a fitted effect of over 55% in size; some results filed as inactive show a strong effect at the top dose; inactives centre near -15; many of its hits are not listed in these tables
#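 HEK-293-derived GP2 cells expressing PTHR1 and a GloSensor cAMP reporter, 3,000/well, plated overnight, given luciferin plus IBMX (each 0.5 mM as added) for 1 h at 37 °C, then compound for 1 h at 37 °C. Luminescence was read after 15 min at room temperature.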
# DRD3 antagonist – blocks the human D3 dopamine receptor; max response, negative = inhibition, %; D3R cells, DiscoveRx beta-arrestin luminescence, antagonist mode; hits give low values; P35462; 360,000 tested, 2.5% active; in the data active = max response below about -50%; inconclusive = no clear call, values can overlap the other calls; also: % is scaled to controls: 0 for no effect and ±100 for the full control effect; mostly tested at two doses, the higher about 12 µM
# Target sequence (P35462 whole entry, looked up): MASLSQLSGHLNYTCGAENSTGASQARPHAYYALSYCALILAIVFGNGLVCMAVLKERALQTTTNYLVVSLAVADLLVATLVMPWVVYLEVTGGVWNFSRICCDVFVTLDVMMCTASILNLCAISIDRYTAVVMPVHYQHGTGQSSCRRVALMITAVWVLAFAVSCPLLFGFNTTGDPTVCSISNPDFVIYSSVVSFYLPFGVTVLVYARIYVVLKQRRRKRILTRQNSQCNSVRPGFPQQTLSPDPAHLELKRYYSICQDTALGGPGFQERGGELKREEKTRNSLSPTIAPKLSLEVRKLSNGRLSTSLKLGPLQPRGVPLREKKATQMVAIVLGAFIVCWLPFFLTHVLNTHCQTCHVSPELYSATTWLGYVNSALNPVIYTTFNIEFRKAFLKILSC
#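 Cells expressing the human receptor were seeded at 1500 cells/well, incubated overnight at 37 degrees C in 5% CO2, then exposed to library compounds with dopamine controls for 90 minutes at 37 degrees C before luminescent detection.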
# Abeta rescue – A-beta toxicity reversal in yeast; Potency, µM (doses to about 46.1 µM), inactives show at the highest dose growth rescue, actives largely listed as activators; yeast expressing A-beta42, growth rescue, OD600, 48 h; response scale: 0% DMSO, 100% iron-clioquinol control; AID 1347071; 410,000 tested, 0.063% active; also: potency is read from the fitted curve at half-maximal effect; nearly all actives have a fitted effect of over 55% in size
#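 Yeast growth medium received pinned compounds, then yeast cells expressing toxic A-beta were added; plates incubated at 30 C for 48 hr. Growth read as absorbance at 600 nm, normalized to DMSO and equimolar FeCl3 plus clioquinol controls.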
# The depositor's hits bear a star; i = inactive; ? = inconclusive; / = no result given; [ ] = dose if it differs, or a comment. Unless noted, calls follow the shape of the dose curve; as a rule, active = well fitted curve in the direction sought with a large enough effect; inconclusive = small, poorly fitted or top-dose-only effect, or another doubt; inactive = no such curve, though single readings can be large; an effect the other way counts as inactive or inconclusive.
SMILES,TDP-43 yeast inh,pAkt inh,GLP-1R agonist,FUS suppressor,aSyn yeast inh,GLP1R inv ag,PTHR1 agonist,DRD3 antagonist,Abeta rescue
CC(C)(C)OC(=O)N1CCC(c2c(C(=O)N3CCC(c4ccccc4)C3)cnn2-c2ccc(Cl)cc2)CC1 (stereo unspecified),14%,/,/,8%,/,10%,-1%,/,-17%
CCNc1ccc(C(=O)OCC(=O)N2CCCC2)cc1[N+](=O)[O-],12%,i,11%,-29%,9%,6%,i,-3,-19%
COc1ccc(NCC(=O)Nc2ccc(Cl)cc2C)c(OC)c1,-11%,/,-1%,?,1%,-8%,11%[57.5 µM],-17,-27%
Cc1ccc(NC(=O)CSc2nc(CSc3ccc(C)cc3)cc(=O)[nH]2)cc1,2%,i,-1%,-7%,1%,-4%,-19%,15,1%
CN1CCN(C(=O)c2cc3nc(-c4ccccc4)cc(C(F)(F)F)n3n2)CC1,10%,i,23%,-2%,0%,7%,-7%,17,9%
CC1CCc2nc3sc4c(c3c(N)c2C1)CCCC4 (stereo unspecified),1%,i,3%,/,-12%,?,-24%,21,-10%
CN(Cc1cccs1)C(=O)c1cccc(S(=O)(=O)N2CCCCCC2)c1,0%,i,9%,/,-3%,?,-13%,-15,-15%
COc1cc(OC)cc(C(=O)N2CCN(Cc3ccccc3C(F)(F)F)CC2)c1,-8%,i,30%,14%,-16%,0%,-11%[57.5 µM],-21,9%
CCSc1nnc(NC(=O)CCC2CCCCC2)s1,1%,i,-7%,-4%,-9%,-2%,26%,2,4%
O=C(NCCO)C(=O)NCC1CCCN1S(=O)(=O)c1cccs1 (stereo unspecified),-16%,i,-9%,-9%,-1%,8%,i,4,-10%
CCCCCCC(=O)Nc1ccc(C(=O)N/N=C/c2cccnc2)cc1,-6%,i,-13%,28µM*,-1%,-15%,i,9,-2%
C/C(=N/NC(=O)CC(=O)N/N=C(\C)c1ccc([N+](=O)[O-])cc1)c1ccc([N+](=O)[O-])cc1,-4%,i,20%,17%,-3%,19%,-8%,0,-9%
CC1CCc2c(sc(Nc3nc4c(F)cccc4s3)c2C(N)=O)C1 (stereo unspecified),25%,i,11%,?,19%,-10%,-17%,21,-10%
CCOC(=O)C(C)Sc1nc(-c2ccccn2)ncc1OC (stereo unspecified),20%,i,4%,-14%,2%,21%,i,-6,?
CC[C@@H]1CC2=C(C(=O)OC(C)(C)O2)[C@H](c2ccc(F)cc2)O1,20%,i,-1%,-11%,1%,23%,-4%,9,9%
Cc1nc(C(=O)N2CCOCC2)sc1C1(C)CC(c2ccccc2)=NO1 (stereo unspecified),17%,i,-1%,-4%,1%,8%,i,16,-17%
O=C(Nc1cccs1)N1CCN(c2ncccn2)CC1,20%,i,-3%,19%,10%,10%,i,3,9%
O=C(c1ccc2c(c1)N(Cc1ccc(Cl)cc1)C(=O)c1ccccc1S2=O)N1CCOCC1 (stereo unspecified),-5%,/,-1%,31%,/,21%,-89%[inhibitor],/,-4%
Cn1c(N)c(C(=O)COC(=O)C2(c3cccc(F)c3)CCCC2)c(=O)n(C)c1=O,-12%,i,-13%,29%,27%,?,-1%[57.5 µM],0,6%
CCc1ccc(Sc2cc(C(=O)NCCCN3CCC(C)CC3)c3ccccc3n2)cc1,4%,/,3%,14%,3%,-7%,-61%[inhibitor],/,-4%
CCN(CC)c1ccc(/C=N\N2CCN(Cc3ccc(C)cc3)CC2)cc1,-14%,i,7%,14%,-1%,?,-16%,?,-6%
CN(C(=O)Cc1c(C(=O)O)n(C)c2ccccc12)c1cccc(C(F)(F)F)c1,-18%,i,3%,27%,1%,11%,-21%,-5,-3%
O=[N+]([O-])c1ccc(S(=O)(=O)Nc2cccc(-c3ccc(N4CCOCC4)nn3)c2)cc1,-6%,i,9%,25%,-1%,3%,-10%,-14,-9%
CCOC(=O)C1CCCN(C(=O)CNC(=O)c2nn(-c3ccc(OC)c(Cl)c3)c(=O)c3ccccc23)C1 (stereo unspecified),8%,i,19%,12%,1%,?,-19%,47,-11%
O=C(O)c1ccccc1C(=O)Nc1nc(-c2ccc3ccccc3c2)cs1,16%,/,4%,-7%,1%,57%[activator],-20%,41,-13%
CCCC(=O)Nc1nc2c(s1)COc1ccccc1-2,24%,i,-6%,-18%,-8%,?,-17%,-12,0%
O=C(COc1ccc(S(=O)(=O)N2CCOCC2)cc1)Nc1ccccc1C(F)(F)F,-1%,i,-13%,9%,2%,-2%,i,5,-2%
COC(=O)c1c(-c2c(Cl)cccc2Cl)noc1C(=O)NN,12%,i,0%,12%,12%,6%,i,-2,6%
CS(=O)(=O)Nc1ccc(C(=O)N2CC(=O)Nc3ccccc32)cc1,-1%,i,-13%,3%,3%,2%,-13%,0,6%
Cc1ccc2oc(C(=O)N3CCN(Cc4nccn4C)CC3)c(C)c2c1,-5%,i,2%,-2%,-8%,0%,i,-26,1%

# Reprinted from the part before: two entries; new compounds follow.
SMILES,TDP-43 yeast inh,pAkt inh,GLP-1R agonist,FUS suppressor,aSyn yeast inh,GLP1R inv ag,PTHR1 agonist,DRD3 antagonist,Abeta rescue
CS(=O)(=O)Nc1ccc(C(=O)N2CC(=O)Nc3ccccc32)cc1,-1%,i,-13%,3%,3%,2%,-13%,0,6%
Cc1ccc2oc(C(=O)N3CCN(Cc4nccn4C)CC3)c(C)c2c1,-5%,i,2%,-2%,-8%,0%,i,-26,1%
Cc1cc(C)c(S(=O)(=O)N/N=C/c2ccc3c(c2)OCO3)c(C)c1,-1%,i,-1%,-6%,5%,14%,i,-71*,24%
COC(=O)Nc1sc2c(c1C(=O)NC1CC1)CCCCCC2,-14%,i,-12%,33%,-4%,12%,-26%[57.5 µM],-24,10%
COc1cc(NC(=O)CCN2CCN(C/C=C/c3ccccc3)CC2)cc(OC)c1,-11%,i,14%,4%,1%,10µM*,i,-59*,-6%
CN(C)S(=O)(=O)c1cccc(NC(=O)c2ccc3nccnc3c2)c1,29%,i,4%,13%,1%,36%[activator],-23%,14,-4%
Cc1ccc2c(c1)S/C(=C/c1ccc[n+](C)c1)N2CCO,-4%,i,-4%,-17%,-5%,?,i,-14,1%
O=c1cc(N2CCCCCC2)[nH]c(=O)n1-c1ccccc1Cl,9%,i,-3%,-25%,-1%,12%,i,-7,12%
CC(C)COC(=O)N(C)c1ccc(C(O)(C(F)(F)F)C(F)(F)F)cc1,20%,i,10%,-17%,-2%,8.9µM*,-30%[inhibitor],-25,-2%
CCS(=O)(=O)c1nc(S(=O)(=O)c2ccc(C)cc2)c(NCc2ccc(Cl)cc2)s1,5%,/,/,29%,/,-1%,-25%,/,-5%
O=C(Nc1ccc(-c2nc3cc(NC(=O)c4cccs4)ccc3o2)cc1)c1cccs1,-13%,i,-1%,15%,-2%,6%,i,-20,-9%
CC1CCCC(C)N1C(=O)COC(=O)c1c[nH]c2ccccc12 (stereo unspecified),1%,i,-8%,-2%,0%,?,-66%[inhibitor],-20,-11%
CC1CC(=O)N(c2ccc(NCCc3ccccc3)c([N+](=O)[O-])c2)C1=O (stereo unspecified),1%,i,5%,-13%,0%,-6%,i,-8,-2%
NC(=O)CSc1nnc(-c2ccncc2)n1CCc1ccccc1,4%,i,1%,15%,0%,-12%,i,15,4%
C/C=C\C(=O)Nc1cccc(C2=NOC3(C2)C[C@H](C(N)=O)N(C(=O)/C=C/CC)C3)c1 (stereo partly specified),10%,i,-2%,0%,3%,14%,-22%,17,9%
CN(C)c1ccc(CN2CCC(C(N)=O)CC2)cc1,-6%,i,4%,-4%,-2%,11%,i,-2,-16%
COc1ccc2c(c1)C(=O)N(c1ccccc1)C(=O)C2,?,i,0%,29%,10%,0%,i,8,14%
S=c1[nH]nc(CNc2cccc(Cl)c2)o1,2%,i,-2%,8%,-6%,3%,0%,0,-6%
O=C(CSc1nnc(SCc2ccc(Cl)cc2)s1)c1ccc2c(c1)OCO2,-17%,i,-4%,-3%,6%,?,-19%,24,-1%
Cc1ccc(CC2CC(=O)N(CCc3ccccc3)C2=O)cc1 (stereo unspecified),25%[9.22 µM],i,6%,2%,28%,-18%,-25%,12,-1%
CN(CC(=O)Nc1ccccc1Cl)C(=O)CCc1nc2ccccc2c(=O)[nH]1,-18%,i,19%,?,-2%,1%,3%,6,4%
Cc1ccc(S(=O)(=O)CCC(=O)OCC(=O)Nc2cccc(S(=O)(=O)N3CCCCC3)c2)cc1,13%,i,-2%,?,-2%,0%,i,6,-3%
CCOc1c(OC)cccc1C1CC(=O)Nc2cc3c(cc21)OCCO3 (stereo unspecified),4%,i,-6%,4%,7%,-24%,-90%[inhibitor],9,8%
Cc1ccccc1-c1noc(-c2ccc(NCc3ccco3)c([N+](=O)[O-])c2)n1,0%,/,/,14%,/,10%,i,/,-13%
CCOCCCn1c(=O)c2ccccc2n2c(=S)[nH]nc12,?,i,-2%,-9%,3%,2%,9%,-10,1%
CC(C)(C)C(=O)Nc1ccc(Cl)c(-c2nc3ccccc3[nH]2)c1,0%,/,/,-14%,/,?,i,/,8%
NNC(=O)c1ccc(COc2ccc([N+](=O)[O-])cc2)o1,9%,i,6%,4%,0%,-7%,i,7,3%

# Sorted by value in GLP-1R agonist (descending): 4 of the compounds above
structure	GLP-1R agonist
CN(CC(=O)Nc1ccccc1Cl)C(=O)CCc1nc2ccccc2c(=O)[nH]1	19%
Cc1ccc(CC2CC(=O)N(CCc3ccccc3)C2=O)cc1 (stereo unspecified)	6%
S=c1[nH]nc(CNc2cccc(Cl)c2)o1	-2%
O=C(CSc1nnc(SCc2ccc(Cl)cc2)s1)c1ccc2c(c1)OCO2	-4%

# Source: PubChem BioAssay (National Center for Advancing Translational Sciences (NCATS))

# Some of the compounds tested (hit frequency here may not be typical).
